# Pol kappa inh: inhibitors of human DNA polymerase kappa. Q9UBT6. actives 0.53% (n = 400,000). Potency, µM (highest dose often 107 µM), for the others: top-dose activity, negative = inhibition, hits mostly inhibitors. purified Pol kappa, fluorescent DNA synthesis assay, 10 min; note: % is set by controls: 0 for no effect and ±100 for the full control effect
# Target sequence (Q9UBT6 whole entry, looked up): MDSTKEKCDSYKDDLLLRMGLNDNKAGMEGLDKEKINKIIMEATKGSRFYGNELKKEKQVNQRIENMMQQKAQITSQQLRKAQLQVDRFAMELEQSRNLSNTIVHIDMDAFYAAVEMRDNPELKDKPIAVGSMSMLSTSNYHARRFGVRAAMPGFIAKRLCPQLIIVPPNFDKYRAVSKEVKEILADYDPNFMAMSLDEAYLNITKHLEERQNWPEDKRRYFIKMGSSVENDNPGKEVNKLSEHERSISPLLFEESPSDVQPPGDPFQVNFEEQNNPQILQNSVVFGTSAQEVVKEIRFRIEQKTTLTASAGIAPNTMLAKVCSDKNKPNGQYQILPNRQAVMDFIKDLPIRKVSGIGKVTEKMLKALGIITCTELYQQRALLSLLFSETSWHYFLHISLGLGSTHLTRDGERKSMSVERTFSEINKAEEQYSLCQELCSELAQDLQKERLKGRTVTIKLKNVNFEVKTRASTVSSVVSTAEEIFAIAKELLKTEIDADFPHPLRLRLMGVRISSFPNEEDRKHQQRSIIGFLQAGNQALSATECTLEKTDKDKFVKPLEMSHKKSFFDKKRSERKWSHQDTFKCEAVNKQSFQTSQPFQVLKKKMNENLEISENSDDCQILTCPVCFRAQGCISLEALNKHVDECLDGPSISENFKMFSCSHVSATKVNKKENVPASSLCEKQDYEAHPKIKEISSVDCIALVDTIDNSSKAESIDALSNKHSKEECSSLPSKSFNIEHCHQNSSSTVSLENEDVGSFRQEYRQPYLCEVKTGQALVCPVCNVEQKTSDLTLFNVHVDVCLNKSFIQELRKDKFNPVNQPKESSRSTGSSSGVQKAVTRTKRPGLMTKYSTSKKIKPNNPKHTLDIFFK
#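 Kinetic fluorescence screen: compound preincubated 15 min RT with 10 nM enzyme; 50 nM substrate (final) initiates; reads at 0/10 min.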
# Apoferritin bind: candidate novel general anesthetic via apoferritin binding. apoferritin/1-aminoanthracene competitive binding, fluorescence. P02791. actives 0.074% (n = 350,000). Potency, µM (series often up to 77.5 µM), for inactives: at the top dose activity change, negative = displacement, most hits filed as inhibitors; note: % is set by controls: 0 for no effect and ±100 for the full control effect; nearly all actives have a fitted effect of over 20% in size
# Target sequence (P02791 2-175 limits assumed): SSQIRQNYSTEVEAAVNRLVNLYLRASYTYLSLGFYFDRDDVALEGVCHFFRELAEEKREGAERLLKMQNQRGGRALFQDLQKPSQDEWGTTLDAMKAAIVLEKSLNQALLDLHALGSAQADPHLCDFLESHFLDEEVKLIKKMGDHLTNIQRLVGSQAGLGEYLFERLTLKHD
#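 Read-out: endpoint 1-AMA fluorescence, excitation 380 nm and emission 535 nm, after compounds sit 10 min at room temperature with 10 uM horse-spleen apoferritin in 50% saturated 1-AMA/PBS. Values come from four-parameter Hill fits.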
# POLH inh: blocks human DNA polymerase eta activity | AID 588591 | Potency, µM (highest dose often 114 µM), inactives show at the highest dose activity change, negative = inhibition, actives largely listed as inhibitors | actives 1.2% (n = 390,000) | recombinant Pol eta, fluorescent DNA replication assay; note: % is set by controls: 0 for no effect and ±100 for the full control effect
#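 Fluorescent replication assay: 50 nM final substrate added after a 15 min room-temperature compound preincubation with 10 nM enzyme. Signal taken at 0 min and again at 10 min.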
# BLM inh: Bloom syndrome helicase (human) inhibition. P54132. recombinant BLM DNA unwinding, fluorescence dequenching. Potency, µM (highest dose often 56.1 µM), for inactives: top-dose activity change, negative = inhibition, usual class: inhibitors. actives 0.2% (n = 350,000);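 note: plate controls were vehicle for no effect and no enzyme for full effect; nearly all actives have a fitted effect of over 35% in size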
# BAZ2B block: inhibitors of human BAZ2B bromodomain. Potency, µM (doses to about 114 µM), without a hit: at the top dose activity change, negative = inhibition, most hits filed as inhibitors. AlphaScreen BAZ2B-H3K14Ac peptide displacement. Q9UIF8. actives 4.4% (n = 360,000); note: % is set by controls: 0 for no effect and ±100 for the full control effect; nearly all actives have a fitted effect of over 60% in size
#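 AlphaScreen displacement of biotin-H3(5-23)K14Ac peptide (50 nM final) from BAZ2B (50 nM final) in PBS pH 7.4, 0.01% Tween-20; complex preformed 30 min RT, then compounds (top 110 uM) 30 min RT, beads 20 min dark.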
# Pol beta inh: DNA polymerase beta (human) inhibition; P06746; Pol beta primer extension/strand displacement, fluorescence kinetic; Potency, µM (top dose mostly 114 µM), for inactives: top-dose activity change, negative = inhibition, hits mostly inhibitors; actives 1.3% (n = 340,000); AID 485314; note: % is set by controls: 0 for no effect and ±100 for the full control effect
#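 10 nM enzyme + cpd, 15 min RT; start with substrate 50 nM final; read 0 min and after 10 min RT. Corrected, normalized data; 4-parameter Hill curve fit.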
# G9a inh: G9a (human) methyltransferase inhibition. Q96KQ7. G9a H3K9 monomethylation, AlphaScreen, 2 h. Potency, µM (doses to about 102 µM), without a hit: top-dose activity, negative = inhibition, usual class: inhibitors. actives 8.8% (n = 350,000). AID 504332; note: % is set by controls: 0 for no effect and ±100 for the full control effect; nearly all actives have a fitted effect of over 75% in size
#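 Quantitative HTS format: methyltransferase activity on a biotin-tagged H3K9 peptide is measured by AlphaScreen, using a rabbit anti-monomethyl-H3K9 antibody with streptavidin donor and anti-IgG acceptor beads. Final levels are 20 nM enzyme, 500 nM peptide, 20 uM SAM; 2 h RT.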
# POLI inh: DNA polymerase iota (human) inhibition; Q9UNA4; Pol iota fluorescent replication assay, 10 min; Potency, µM (titrated, usually from 115 µM), without a hit: at the top dose activity, negative = inhibition, actives largely listed as inhibitors; actives 1% (n = 390,000); AID 588590
#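 Pol iota at 10 nM preincubated 15 min with compounds at room temperature; reaction started with fluorescent substrate, 50 nM final. Fluorescence read kinetically at 0 and 10 min; buffer-only wells as negative control.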
# APEX1 inh: APE1 (human) endonuclease inhibition | recombinant APE1, TAMRA/BHQ-2 abasic DNA cleavage fluorescence | Potency, µM (series often up to 65.8 µM), inactives show at the top dose activity change, negative = inhibition, actives largely listed as inhibitors | actives 0.35% (n = 350,000) | AID 2517;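 note: plate controls were vehicle for no effect and reference inhibitor for full effect; nearly all actives have a fitted effect of over 55% in size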
#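 Activity was derived from the fluorescence gain between first and third kinetic reads (60 s intervals, ex 525/em 598 nm) after 50 nM THF-abasic TAMRA/BHQ-2 duplex was added to 0.75 nM APE1 preincubated 15 min with compound.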
# Starred values were filed as active, the others as inactive; ? = inconclusive; . = not tested or not shown; & = joins results of further samples; [ ] = remark or other dose. Calls come from the whole dose curve; as a rule, active = well fitted curve in the direction sought with a large enough effect; inconclusive = small, poorly fitted or top-dose-only effect, or another doubt; inactive = no such curve, though single readings can be large; an effect the other way counts as inactive or inconclusive. Potency is the fitted concentration of half-maximal effect. An excerpt; count on the stated rates, not on these rows.
SMILES,Pol kappa inh,Apoferritin bind,POLH inh,BLM inh,BAZ2B block,Pol beta inh,G9a inh,POLI inh,APEX1 inh
CC(C)c1ccc(C2CC(=O)c3cnc(N4CCc5ccccc5C4)nc3C2)cc1 (stereo not drawn),-19%,-13%,1%,1%,1%,40%,7%[59 µM],7%,-1%
CCN(CC)S(=O)(=O)c1ccc(C(=O)OCC(=O)N2CCOCC2)cc1,-6%,-11%,-14%,0%,1%,8%,-11%[59 µM],22%,24%[12.4 µM]
CCN(CC)CCN1C(=O)C(=O)/C(=C(/O)c2ccc(S(=O)(=O)N3CCOCC3)cc2)C1c1ccc(C(C)(C)C)cc1 (stereo not drawn),15%,-17%,-13%,-3%,-6%,0%,?,50%[activator],78%[activator]
COc1ccc(CC(=O)Nc2ccc(F)c(Cl)c2)cc1S(=O)(=O)N1CCOCC1,-5%,.,-11%,.,12%,.,4%[12.7 µM],-8%,-2%
COc1ccc(CCNC(=O)c2ccc3c(c2)N(Cc2ccc(Cl)cc2)C(=O)c2ccccc2S3)cc1OC,-6%[60.1 µM],-8%,-6%,-6%,-24%,-2%,3%[59 µM],-9%,.
Cc1ccsc1C(=O)OCC(=O)NC1CCCC1,-3%,.,0%,.,1%,.,-3%[59 µM],-1%,10%
COc1ccccc1CCNC(=O)CSc1nc(-c2ccco2)cc(C(F)(F)F)n1,4%,-7%,-7%,0%,13%,9%,-15%,22%,17%
CCN(CC)CCCNC(=O)C(=O)Nc1ccc2nc3n(c(=O)c2c1)CCCCC3,2%,-7%,-18%,0%,-18%,9%,-8%[59 µM],34%[activator],.
CN1CCN(C(=O)C(=O)Nc2c3c(nn2-c2ccc(F)cc2)CSC3)CC1,2%[60.1 µM],-8%,-17%,1%,-3%,1%,4%[59 µM],-8%,.
CCC1(NC(C)=O)CC2CC1CC2NC(C)=O (stereo not drawn),-10%,-5%,-4%,0%,0%,-9%,2%[12.7 µM],17%,-1%
COC(=O)C1=C(C(C)=O)C(c2ccc(C)cc2)n2nnnc2N1 (stereo not drawn),-4%,-10%,0%,1%,-12%,4%,-7%,?,3%
NC[C@@H]1O[C@@H](O[C@H]2[C@H](O)[C@@H](O[C@@H]3O[C@@H](CO)[C@H](O)[C@@H](N)[C@@H]3O)[C@H](N)C[C@@H]2N)[C@@H](O)[C@H](O)[C@H]1O,-5%[60.1 µM],-13%,.,-8%,.,.,28%[59 µM],.,15%
Nc1ccccc1-c1nc2ccccc2[nH]c1=O,0%,-1%,3%,-6%,-9%,-3%,-8%,-18%,63%[activator]
c1ccc(-n2nnc3c(N4CCOCC4)ncnc32)cc1,-6%,-14%,-10%,2%,-6%,0%,?,14%,-4%
CCc1ccc(OCC(=O)NC(=S)Nc2ccc(F)cc2)c(Br)c1,-6%,-8%,-14%,-5%,3%[57.1 µM],15%,7%,18%,-4%
O=C(COC(=O)c1ccc[nH]c1=O)NC1CCCC1,-21%,-7%,-6%,1%,1%,3%,?,?,0%
Cc1nn(Cc2ccc(Br)cc2)c(C)c1NC(=O)c1nn(C)cc1Cl,-3%,-19%,-6%,-2%,1%,0%,2%[59 µM],-7%,-6%
CC1CCN(CCCNc2cc(NCCO)c([N+](=O)[O-])c3nonc23)CC1,1%,-5%,2%,1%,-9%,-1%,13%,-2%,19%
CSc1nc(-c2cccs2)c(C#N)c(=O)[nH]1,2%,2%,-11%,-5%,-20%,-1%,45µM*,42%[activator],2%
Cn1c(=O)[nH]c(=O)c2c1nc(N1CCOCC1)n2CCN1CCOCC1,0%,-14%,11%,-4%,0%,82%,20%[59 µM],5%,-4%
CC(NC(=O)CNC(=S)N(Cc1cccs1)C1CCCC1)c1ccccc1 (stereo not drawn),1%,-19%,-20%,-8%,.,0%,-47%,33%[activator],-8%
CCOCCCNC(=O)Cn1cnc2c(cnn2-c2ccc(OC)cc2)c1=O,3%,-6%,-13%,1%,0%,29%,.,3%,2%
CN(C(=O)COc1cc(=O)n(C)c2ccccc12)c1cccc(Cl)c1,-19%,-9%,-22%,2%,-5%,35%,?,23%,11%
OCC1CCCN(C(=S)Nc2ccc(Oc3ccccc3)cc2)C1 (stereo not drawn),-15%,-21%,6%,-4%,-14%,10%,.,60%[activator],-3%
CCCCC1CCC(C(=O)OCC(=O)Nc2ccc(S(N)(=O)=O)cc2)CC1 (stereo not drawn),-17%,-7%,-18%,-6%,-11%,3%,6%[59 µM],5%,17%

# Entries of single compounds, looked up by structure.
# Listed for CSc1nc(-c2cccs2)c(C#N)c(=O)[nH]1 → Pol kappa inh: 2%; Apoferritin bind: 2%; POLH inh: -11%; BLM inh: -5%; BAZ2B block: -20%; Pol beta inh: -1%; G9a inh: 45µM*; POLI inh: 42%[activator]; APEX1 inh: 2%
# Listed for Nc1ccccc1-c1nc2ccccc2[nH]c1=O → Pol kappa inh: 0%; Apoferritin bind: -1%; POLH inh: 3%; BLM inh: -6%; BAZ2B block: -9%; Pol beta inh: -3%; G9a inh: -8%; POLI inh: -18%; APEX1 inh: 63%[activator]

# The results go on:
SMILES,Pol kappa inh,Apoferritin bind,POLH inh,BLM inh,BAZ2B block,Pol beta inh,G9a inh,POLI inh,APEX1 inh
N#C/C(=C\c1c(Oc2ccc(Br)cc2)nc2ccccn2c1=O)c1nc2ccccc2s1,79µM*,30%[activator],6%,-4%,-10%,-4%,2.8µM*,13µM*,.
CCN1CCN(c2ccc(S(=O)(=O)N3CCCCC3)cc2NC(=O)c2ccc(F)cc2)CC1,-11%,-1%,-25%,1%,-6%,-2%,10µM*,-6%,-10%
O=C(c1n[nH]c(=O)c2ccccc12)N1CCN(Cc2ccc3c(c2)OCO3)CC1,-2%,1%,-11%,0%,-5%,-10%,32%[12.7 µM],5%,1%
COC(=O)C1(C)NC(=O)c2ccccc2N1 (stereo not drawn),-9%,5%,-13%,-2%,-1%,?,25%[59 µM],7%,-3%
Cc1ccc2c(c1)N=C(c1ccccc1)CC(C(Cl)Cl)=N2,-9%,-11%,-22%,-11%,?,14%,.,202%[activator],15%
COCCn1c(C)cc(C(=O)COc2ccc(N(C)S(=O)(=O)c3ccc(C)cc3)cc2)c1C,-14%,.,?,.,-36%,.,-7%[12.7 µM],-3%,2%
CCCCCCCN1CCC(=O)N([C@H](CO)CC(C)C)CC1,-12%,-21%,-15%,-4%,0%,7%,6%,-10%,15%
COc1cc(OC)cc(-c2nnc(SCC(=O)NCc3cccs3)o2)c1,0%,-3%,11%,-5%,2%,6%,3%[12.7 µM],?,0%
NS(=O)(=O)c1ccc(NC(=S)N2CCN(Cc3ccc(Cl)c(Cl)c3)CC2)cc1,-8%,-16%,-8%,-12%,-38%,1%,?,5%,?
COC(=O)[C@]1(C)N[C@H](CN(C)C(=O)c2ccc(F)cc2)[C@@H]2C(=O)N(C)C(=O)[C@@H]21,-11%,.,-4%,.,.,.,.,?,10%
C/C(CC(=O)Nc1ccc(Cl)cc1Cl)=N\NC(=O)c1cnccn1,-8%,2%,-5%,-2%,0%,-1%,-4%,38%[activator],0%
Cc1cc(C)cc(NC(=O)CSc2nnc(-c3cc4occc4n3C)n2-c2ccccc2C)c1,1%,5%,-24%,-6%,-29%,3%,?,24%,.
O=C1CCCN1c1cc(Cl)cc(Cl)c1,-10%,-16%,-10%,-4%,0%,38%,2%,74%[activator],-2%
O=C(Oc1ccc(C(=S)N2CCOCC2)cc1)c1ccc(F)cc1,-2%,-7%,-15%,-2%,-9%,18%,35µM*,175%[activator],-16%
CCCC(CCC)C(=O)Nc1cccc(-c2nc3cccnc3s2)c1C,-10%,3%,-11%,-3%,?,-11%,?,-10%,.
COc1ccc(OC(C)C(=O)Nc2cccc([N+](=O)[O-])c2)cc1 (stereo not drawn),-7%,-12%,-11%,2%,-11%,2%,?,-9%,12%
CCOc1ccc(C=NNc2ccc(S(=O)(=O)Nc3ccccc3C(=O)O)cc2[N+](=O)[O-])cc1,-14%,.,-12%,.,.,.,.,?,-42%
CCOC(=O)c1cc(-c2ccccc2)n(-c2cccc(C(=O)NC(C)CC)c2)c1C (stereo not drawn),-8%[60.1 µM],-11%,-23%,-7%,-26%,1%,?,25%,.
Cc1cc(C)c(NC(=O)CS(=O)CC(=O)NCCN2CCCCCC2)c(C)c1 (stereo not drawn),-8%,-10%,-2%,-1%,-8%,1%,-9%,-16%,48%[activator]
COC(=O)C1=C(C)N(c2cc(C)cc(C)c2)/C(=C/c2ccco2)C1=O,?,-11%,-7%,-11%,50µM*,?,?,?,?
CCN(C(=O)COc1cc(OC)ccc1C(C)=O)C1CCS(=O)(=O)C1 (stereo not drawn),7%,.,-5%,.,-1%,.,23%[12.7 µM],23%,4%
CCCc1ccc(NC(=O)C2CCN(c3cnccn3)CC2)cc1,-1%&-5%,-1%&-13%,-10%&7%,-3%&-4%,-26%&-16%,5%&-13%,-13%,-14%&1%,16%
Cc1ccccc1CSc1nc2c(c(=O)[nH]1)CCCC2,.,-12%,.,-5%,11%,0%,-13%[12.7 µM],.,2%
COC(Cn1c2c(c3cc(C)ccc31)CCCC2NCc1ccccc1)OC (stereo not drawn),-27%,-10%,-10%,-1%,40µM*,-6%,45µM*,5%,-1%
CCCOc1ccc(C(=O)CCNc2ccc(C)c(Cl)c2)cc1,-5%,-7%,-2%,-3%,8%[57.1 µM],20%,15%,?,-5%
CC(=O)Nc1ccc(-n2nnnc2SCC(=O)NC2CCCC2)cc1,-6%,-3%,-14%,-4%,-2%,11%,-6%,54%[activator],22%
CC1C(=O)NN=C1C(=O)N/N=C/c1cccs1 (stereo not drawn),-13%,-4%,-17%,3%,.,1%,-34%,-27%,-2%
COc1ccc(C(=O)NC(C)c2cccnc2)cc1S(=O)(=O)N(C)Cc1ccccc1 (stereo not drawn),0%,.,-14%,.,.,.,.,13%,27%
Cn1c(C(=O)N2CCCc3ccccc32)cc2c(=O)n3ccccc3nc21,.,1%,.,-3%,-26%,3%,-21%,.,-3%
N#Cc1ccc(C(=O)OCC(=O)Nc2cccnc2Cl)cc1,-5%,.,-15%,.,-2%,.,1%[2.33 µM],30%[activator],-3%
